Bioassay records: PubChem, several laboratories
NPR1 activator = GC-A (human) enzyme activation | activation, % at 10 µM | HEK293 GC-A cells, cGMP TR-FRET, EC30 ANP; 0% at EC30 ANP, 100% saturating ANP | hit rate 0.14% among 370,000 | P16066 | AID 1671463; in the data active = activation above about 40%
hcDAF12 agonist = H. contortus DAF-12 activation, primary screen; HEK293 hcDAF-12 lit1-tk-luc reporter, luminescence; 0% DMSO, 100% Δ7-dafachronic acid; activation, % at 6.8 µM; hit rate 1.4% among 370,000;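 active = activation above the mean of all tested compounds plus 3 SD, cut at about 5.5% in these data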;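 note: 100% = response to 3 µM Δ7-dafachronic acid high control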
NPR2 activator = GC-B (human) receptor activation. P20594. HEK293-GC-B cells, CNP EC30, cGMP TR-FRET; 0% at EC30 CNP, 100% saturating CNP. activation, % at 10 µM. hit rate 0.11% among 370,000;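 active = activation at 10 µM reaching about 35% in either raw or pattern-adjusted values, limit read from the data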
DAX1 inh-1 = blocks DAX1 repression of SF-1 activated StAR promoter; HEK293T StAR-luciferase reporter, SF-1/DAX-1 repression relief; inhibition, % at 6.8 µM; hit rate 1.1% among 370,000; AID 652010;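 active = inhibition above the mean over all tested compounds plus 3 SD, cut at about 3.6% in these data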;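 note: 0% = DAX-1 cells with DMSO and 100% = cells lacking DAX-1 with DMSO; higher inhibition means more luminescence from relief of DAX-1 repression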
HGIII-sPLA2 inh = Inhibits HGIII-sPLA2 liposome hydrolysis, primary screen; hit rate 0.56% among 370,000; QFRET BODIPY PC-A2 liposome hydrolysis, fluorescence; AID 743126; inhibition, % at 12.2 µM; Q9NZ20;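 active = inhibition above mean plus 3 SD of compounds lying within the high and low control bounds, cut at about 19% in these data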;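 note: 0% = median of test compound wells and 100% = no enzyme DMSO wells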
DAX1 inh-2 = NR0B1 (DAX1) inhibition; inhibition, % at 6.75 µM; HEK293 Gal4-DAX1 luciferase reporter, luminescence; AID 504766; hit rate 0.99% among 340,000;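 active = inhibition above the mean over all tested compounds plus 3 SD, cut at about 4.2% in these data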;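 note: 0% = DAX1-transfected cells with DMSO and 100% = empty-vector control cells with DMSO; inhibition shows as a rise in luminescence from relieved DAX1 repression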
Target sequence (P51843 207-470 limits assumed): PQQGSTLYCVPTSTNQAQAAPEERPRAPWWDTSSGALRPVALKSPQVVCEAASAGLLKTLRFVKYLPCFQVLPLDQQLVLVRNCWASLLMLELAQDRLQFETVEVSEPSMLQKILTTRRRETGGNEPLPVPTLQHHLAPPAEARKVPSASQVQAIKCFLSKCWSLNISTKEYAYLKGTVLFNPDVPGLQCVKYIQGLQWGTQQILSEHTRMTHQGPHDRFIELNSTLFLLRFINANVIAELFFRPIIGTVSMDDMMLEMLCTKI
FXN GAA850 act = frataxin GAA850 promoter activation | AID 540364 | hit rate 0.56% among 360,000 | activation, % at 6 µM | HEK293 lucGAA850 FXN promoter luciferase reporter, 24 h; percent of 10 µM SAHA response;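 active = activation above the average of all compounds screened plus 3 SD, cutoff fixed separately per campaign, cut at about 7.5% in these data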;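 note: 0% = DMSO wells and 100% = 10 µM SAHA wells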
SMARCA2 act = increases SMARCA2 function in MMTV reporter cells | AID 652017 | hit rate 1% among 370,000 | activation, % at 9.1 µM | MG213 cells, MMTV-luciferase reporter, dexamethasone, overnight; in the data active = activation above about 7.8%;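 note: 0% = vehicle wells and 100% = reference activator wells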
hgDAF-12 ag = agonists of H. glycines DAF-12 nuclear receptor; hit rate 1.8% among 370,000; HEK293 GAL4-hgDAF12 UAS-luciferase reporter, agonist luminescence; normalized to butyrate control; activation, % at 6.8 µM;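 active = activation above a cutoff set at the mean of all screened compounds plus 3 SD, cut at about 10% in these data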;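 note: 0% = DMSO wells and 100% = sodium butyrate wells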
ADAM10 inh = inhibitors of human ADAM10; hit rate 0.62% among 370,000; recombinant ADAM10, EDANS/DABCYL FRET peptide cleavage, 3 h; inhibition, % at 7 µM;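 active = inhibition above a per-campaign cutoff equal to the mean of compounds falling between control-based bounds plus 3 SD, cut at about 20% in these data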;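 note: 0% = DMSO wells while the 100% control is not disclosed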
Target sequence (O14672 214-748 limits assumed): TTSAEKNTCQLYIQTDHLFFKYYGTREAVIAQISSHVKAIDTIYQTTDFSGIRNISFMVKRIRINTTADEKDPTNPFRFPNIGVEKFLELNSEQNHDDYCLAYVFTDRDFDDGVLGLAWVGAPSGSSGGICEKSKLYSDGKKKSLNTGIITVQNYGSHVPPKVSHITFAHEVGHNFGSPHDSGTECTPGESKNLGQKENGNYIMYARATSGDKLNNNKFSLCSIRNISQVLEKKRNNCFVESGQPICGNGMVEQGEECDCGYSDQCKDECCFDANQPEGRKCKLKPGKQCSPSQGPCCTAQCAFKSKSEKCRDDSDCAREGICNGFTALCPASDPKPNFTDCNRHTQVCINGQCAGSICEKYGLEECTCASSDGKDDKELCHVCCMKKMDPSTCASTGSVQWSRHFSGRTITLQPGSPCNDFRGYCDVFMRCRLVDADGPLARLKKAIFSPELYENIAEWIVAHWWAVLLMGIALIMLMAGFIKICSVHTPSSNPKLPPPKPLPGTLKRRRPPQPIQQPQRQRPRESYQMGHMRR
ssDAF-12 act = activates DAF-12 receptor from parasite S. stercoralis; HEK293 ssDAF-12/GRIP1 lit1-tk-luc reporter, luminescence; % of 3 µM dafachronic acid response; activation, % at 6.8 µM; hit rate 1% among 370,000; AID 652126;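 active = activation above the mean over all tested compounds plus 3 SD, cut at about 0.9% in these data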;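 note: 0% = DMSO-only wells and 100% = 3 µM delta7-dafachronic acid wells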
An asterisk follows results filed as active; i = inactive; nt = no result given.

SMILES	NPR1 activator	hcDAF12 agonist	NPR2 activator	DAX1 inh-1	HGIII-sPLA2 inh	DAX1 inh-2	FXN GAA850 act	SMARCA2 act	hgDAF-12 ag	ADAM10 inh	ssDAF-12 act
O=C(/C=C/c1ccc([N+](=O)[O-])cc1)NCc1cccnc1	1	-0.8	9	0.3	-5	0.5	1.4	-1	0.2	3	-0.9
NC(=O)c1ccc(NC(=O)COC(=O)/C=C/c2cccs2)cc1	-1	-1.0	-2	-0.5	-3	0.2	-1.0	0	5.6	0	0.1
CCN(CC(=O)Nc1ccc2c(c1)OCCO2)c1nc(-c2cccnc2)nc2ccccc12	-4	-2.3	-3	-1.1	-7	-1.6	0.0	-3	-2.6	-7	-0.9
C=CCN1CC(O)=C(c2ccccc2)C1=N	0	-1.1	-3	0.2	9	-0.8	1.0	-3	1.7	2	-1.1
Cc1noc(COc2ccc(OCc3nc(C)no3)cc2)n1	4	1.3	2	-0.2	6	0.4	1.9	2	2.2	2	-0.5
O=C(O)c1cc(-c2cccs2)nc2cc3c(cc12)OCCO3	0	2.4	0	0.5	-1	3.1	1.3	1	6.6	i	-1.4
O=C(O)CC1(CC(=O)Nc2ccccc2C(=O)c2ccccc2)CCCC1	0	-0.3	2	-0.4	3	1.4	0.6	-3	-1.5	-2	-1.5
CN1CCN(S(=O)(=O)c2cccc(C(=O)Nc3ccccc3N3CCCC3)c2)CC1	0	-0.8	0	-1.3	3	-0.6	-2.2	6	3.3	10	-0.4
COc1cccc(N(CC(=O)NCCSc2ccccn2)S(=O)(=O)c2ccccc2)c1	-5	-1.5	-5	-0.9	-7	-1.9	-2.0	1	-0.6	12	-1.0
Cc1cc(C)nc(NS(=O)(=O)c2ccc(NC(=S)NC(=O)CC(C)C)cc2)n1	-4	-1.8	-3	-0.5	-14	-0.8	2.8	-2	-2.5	2	-1.0
CC1=C(C(=O)OC(C)(C)C)C(c2cccc3ccccc23)NC(=O)N1 (centres undefined)	-11	0.3	-2	0.1	7	-0.7	2.7	-3	-1.9	-6	-1.5
CCCOc1ccc(S(=O)(=O)n2cc(Br)c(=O)[nH]c2=O)cc1	-3	-0.1	-7	-0.3	0	0.4	-1.4	-1	-2.5	-2	-1.5
Cc1ccc(C2(C)NC(=O)N(CC(=O)NC(=O)NC(C)(C)C)C2=O)cc1 (centres undefined)	1	1.1	5	0.2	-9	-0.7	0.2	-3	-1.5	-8	-0.6
O=C(CSc1ncnc2sc3c(c12)CCC3)N1CCOCC1	-1	-1.9	-2	-0.1	3	-0.1	2.9	-2	-0.1	-8	-1.1
O=S(=O)(NOCc1ccc(Cl)cc1)c1ccc(Cl)cc1	0	-1.1	3	0.2	-25	1.2	1.4	1	-1.0	9	-1.2
COc1cc(NC(=O)c2ccco2)c(C(=O)O)cc1OC	-1	-1.4	-1	0.2	1	0.3	1.5	-2	3.9	-11	-1.3
O=C(Nc1cccc(C(=O)N2CCOCC2)c1)C1CC1	3	0.1	3	-0.6	5	0.0	-0.7	8	1.8	-1	-1.2
Cc1cc(C)cc(Cn2c3ccc(NC(=O)NCc4ccccc4)cc3c(=O)n2C)c1	-4	-1.9	0	-0.5	-1	nt	-2.8	-3	-1.0	i	-1.2
CCCCN(CCCC)c1nc(-c2ccncc2)nc2ccccc12	-29	-0.5	-13	0.4	-5	1.8	-0.3	3	-1.9	1	-1.0
CN1CCN(C(=S)NC(=O)/C=C/c2cccs2)CC1	4	-1.1	5	0.4	-1	2.3	1.8	-1	0.6	-6	-1.6
Cc1cc2nc(C3CCCCC3)c(CC(C)(C)C)n2c(C)c1Br	1	-0.6	-12	1.0	8	nt	nt	-1	-1.4	-8	-0.8
COc1ccccc1Nc1c2c(nc3ccc(N)cc13)CCCC2	24	-1.1	-8	-0.7	12	1.1	-0.7	-2	-4.6	-8	-1.3
Oc1ccc(C2=NN(c3ccccc3)C(c3ccc(F)cc3)C2)cc1 (centres undefined)	-12	-1.7	-14	-0.5	-2	0.3	2.1	-1	1.5	i	-0.7
CCN(CC)C(=S)NC(=O)c1ccc(OC)c(Br)c1	-3	-2.2	2	-1.4	6	-0.7	-2.4	-3	-0.7	0	-1.1
CN(C)CCCNC(=S)N(CCN(C)C)Cc1cc2cc3c(cc2[nH]c1=O)OCCO3	8	1.1	3	0.4	2	-0.4	-0.5	-2	0.0	-196	-0.1

Single records, from the list above.
Cc1cc(C)nc(NS(=O)(=O)c2ccc(NC(=S)NC(=O)CC(C)C)cc2)n1 as listed: NPR1 activator = -4; hcDAF12 agonist = -1.8; NPR2 activator = -3; DAX1 inh-1 = -0.5; HGIII-sPLA2 inh = -14; DAX1 inh-2 = -0.8; FXN GAA850 act = 2.8; SMARCA2 act = -2; hgDAF-12 ag = -2.5; ADAM10 inh = 2; ssDAF-12 act = -1.0
O=C(O)c1cc(-c2cccs2)nc2cc3c(cc12)OCCO3 as listed: NPR1 activator = 0; hcDAF12 agonist = 2.4; NPR2 activator = 0; DAX1 inh-1 = 0.5; HGIII-sPLA2 inh = -1; DAX1 inh-2 = 3.1; FXN GAA850 act = 1.3; SMARCA2 act = 1; hgDAF-12 ag = 6.6; ADAM10 inh = i; ssDAF-12 act = -1.4
Cc1cc(C)cc(Cn2c3ccc(NC(=O)NCc4ccccc4)cc3c(=O)n2C)c1 as listed: NPR1 activator = -4; hcDAF12 agonist = -1.9; NPR2 activator = 0; DAX1 inh-1 = -0.5; HGIII-sPLA2 inh = -1; DAX1 inh-2 = nt; FXN GAA850 act = -2.8; SMARCA2 act = -3; hgDAF-12 ag = -1.0; ADAM10 inh = i; ssDAF-12 act = -1.2

Four entries picked at random from those above:
SMILES	NPR1 activator	hcDAF12 agonist	NPR2 activator	DAX1 inh-1	HGIII-sPLA2 inh	DAX1 inh-2	FXN GAA850 act	SMARCA2 act	hgDAF-12 ag	ADAM10 inh	ssDAF-12 act
O=C(CSc1ncnc2sc3c(c12)CCC3)N1CCOCC1	-1	-1.9	-2	-0.1	3	-0.1	2.9	-2	-0.1	-8	-1.1
CCCCN(CCCC)c1nc(-c2ccncc2)nc2ccccc12	-29	-0.5	-13	0.4	-5	1.8	-0.3	3	-1.9	1	-1.0
Cc1cc(C)nc(NS(=O)(=O)c2ccc(NC(=S)NC(=O)CC(C)C)cc2)n1	-4	-1.8	-3	-0.5	-14	-0.8	2.8	-2	-2.5	2	-1.0
CC1=C(C(=O)OC(C)(C)C)C(c2cccc3ccccc23)NC(=O)N1 (centres undefined)	-11	0.3	-2	0.1	7	-0.7	2.7	-3	-1.9	-6	-1.5

Later entries.
SMILES	NPR1 activator	hcDAF12 agonist	NPR2 activator	DAX1 inh-1	HGIII-sPLA2 inh	DAX1 inh-2	FXN GAA850 act	SMARCA2 act	hgDAF-12 ag	ADAM10 inh	ssDAF-12 act
COc1ccc(-n2nnnc2SCC(=O)Nc2cccc(C)n2)cc1OC	-2	-3.1	-2	-0.9	1	-1.8	1.7	1	-0.6	7	-1.2
CN1CCN(c2ccc3c(c2)Oc2ccccc2CN(Cc2cn(Cc4ccc(C(F)(F)F)cc4)nn2)S3(=O)=O)CC1	-3	-0.7	2	-1.0	-4	nt	nt	6	-1.0	14	-1.2
COc1cc(NC(=S)NCCC(c2ccccc2)c2ccccc2)cc(OC)c1	-4	-1.4	-1	0.0	-22	-0.2	-0.2	-3	-1.7	23*	-1.5
C/C(=N/OC(=O)c1ccc(F)cc1)c1ccc(C)cc1	2	-2.5	6	0.3	0	0.2	1.4	2	2.8	2	-0.6
CCN(CC(=O)Nc1ccccc1OC)Cc1csc(CC(=O)Nc2ccc(C)cc2)n1	-2	-2.6	-1	-3.2	-55	-2.3	-0.2	-6	-2.9	14	-0.6
Cc1cc(N/N=C/c2ccc(N(C)C)cc2)c2ccccc2n1	6	-0.7	-5	0.6	7	-0.9	1.2	-1	2.4	-383	-1.3
O=C(c1cccc(Cl)c1)N1CCC(=O)N([C@H](COCc2cccc(Cl)c2)Cc2ccccc2)CC1	-9	0.1	-8	-1.4	-24	nt	nt	-4	-2.7	20*	-1.1
Cc1nnc(SC(C)C(=O)NC2CCCCC2)[nH]c1=O (centres undefined)	5	0.1	3	-1.0	4	-0.2	1.7	-1	4.4	-11	-0.9
O=C1CC(C(=O)N2CCOCC2)C2(CCCC2)O1 (centres undefined)	-2	0.4	1	-0.6	4	-1.2	0.8	-2	3.4	3	-1.2
COCCCNC(=O)C[C@H]1C[C@H](C(=O)N2CCCCC2)[C@@]2(CCc3ccccc3)c3[nH]c4cc(-c5ccco5)ccc4c3CCN2C1=O	-8	-2.1	-10	1.6	-22	-0.1	1.4	-2	-6.8	-256	-1.6
O=C(c1cccs1)N1CCN(c2nc3c(F)cc(F)cc3s2)CC1	-2	-0.2	-1	0.8	-1	0.2	2.4	0	1.3	3	-1.1
N/C(=N\OC(=O)c1cccc(Br)c1)c1ccc(Br)cc1	8	2.1	-2	0.4	5	-0.2	-0.2	1	4.0	0	-0.4
Cc1c(S(=O)(=O)N2CCOCC2)c(=O)n(C)c(=O)n1C	6	1.5	2	0.5	16	-0.6	-0.3	-2	2.5	-9	-1.2
COc1cc(O)c2c(c1)OC(C)(C)CC2=O	0	-1.1	1	0.3	1	-1.3	-0.9	-2	0.6	-3	-0.8
CCCn1nc2cc(C(=O)N(CC)c3ccc(OC)cc3)ccc2c1OCC	-1	-1.0	-2	-0.1	-1	0.7	0.8	2	0.3	i	-1.5
CCCn1c(SC(C)C(=O)NC2CCCC(C)C2C)n[nH]c1=O (centres undefined)	0	-0.2	0	-1.0	5	-0.6	1.1	-3	-0.5	-3	-0.8
COc1ccc(-c2ccc(C(=O)Nc3cccc(N(C)C)c3)c3occc23)c(C)c1	-9	-2.4	-8	-0.6	20*	nt	1.8	-5	6.4	-36	-1.2
COc1cccc(CNCCN2CCOCC2)c1OC	5	-0.4	-1	0.2	-2	-0.8	0.1	1	0.2	2	-0.8
C=CCNc1nc2cc(-c3ccc(C(=O)N4CCOCC4)cc3)sc2c(=O)n1C	-2	-0.1	-1	-2.6	9	nt	-0.2	-5	-0.5	-170	-1.2

Printed as active in HGIII-sPLA2 inh (from the list above):
SMILES,NPR1 activator,hcDAF12 agonist,NPR2 activator,DAX1 inh-1,HGIII-sPLA2 inh,DAX1 inh-2,SMARCA2 act,ADAM10 inh,ssDAF-12 act
COc1ccc(-c2ccc(C(=O)Nc3cccc(N(C)C)c3)c3occc23)c(C)c1,-9,-2.4,-8,-0.6,20*,nt,-5,-36,-1.2
